High-throughput results: PubChem, National Center for Advancing Translational Sciences (NCATS)
Giardia FBPA inh – blocks Giardia fructose-bisphosphate aldolase activity | AID 2451 | purified Giardia FBPA | A8B2U2 | actives 0.71% (n = 290,000) | Potency, µM (doses to about 59.6 µM), for the others: at the top dose activity, negative = inhibition, usual class: inhibitors; also: potency is read from the fitted curve at half-maximal effect; nearly all actives have a fitted effect of over 55% in size
Target sequence (A8B2U2 whole entry, looked up): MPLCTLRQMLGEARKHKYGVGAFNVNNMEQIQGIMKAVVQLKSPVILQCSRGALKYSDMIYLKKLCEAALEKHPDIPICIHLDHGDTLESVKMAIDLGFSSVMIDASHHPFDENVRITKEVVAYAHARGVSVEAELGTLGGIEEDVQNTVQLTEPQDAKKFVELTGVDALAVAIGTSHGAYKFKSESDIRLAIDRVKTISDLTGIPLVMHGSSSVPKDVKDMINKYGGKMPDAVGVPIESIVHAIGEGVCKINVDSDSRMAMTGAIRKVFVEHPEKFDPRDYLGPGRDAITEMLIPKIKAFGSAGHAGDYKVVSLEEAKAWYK
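40 nM FBPA preincubated 10 min at RT with compound (up to 57.5 uM final), then substrate plus GAPDH/TPI/NAD/arsenate coupling and diaphorase/resazurin added. Fluorescence read after 20 min at RT, 525/598 nm.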
AMA1-RON2 inh – AMA1-RON2 (P. falciparum) interaction inhibition. actives 0.2% (n = 360,000). AID 720542. Potency, µM (series often up to 58.2 µM), without a hit: at the highest dose activity change, negative = inhibition, hits mostly inhibitors. AlphaScreen AMA1-biotinylated RON2 peptide binding;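 also: potency is read from the fitted curve at half-maximal effect; 0% = vehicle wells and -100% = peptide control; nearly all actives have a fitted effect of over 45% in size; some results filed as inactive show a strong effect at the top dose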
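AMA1 (3D7) with his tag at 25 nM final met compounds first, then biotinylated RON2 peptide at 25 nM; detection used donor plus acceptor beads, 10 µg/mL apiece, read by AlphaScreen after 30 min at room temperature.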
HCMV inh – inhibitors of human cytomegalovirus; HFF cells, HCMV-luciferase reporter, 72 h; hits give low values; activity change, negative = inhibition, % at 57.5 µM; actives 4.5% (n = 410,000); in the data active = activity change below about -60%; inconclusive = no clear call, values can overlap the other calls; inactive = above about -39%
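Luciferase read-out from HCMV-luciferase-infected HFFs (MOI 1 PFU/cell) 72 h post infection at 37C; compounds added after 16 h cell attachment; activity normalized between buffer-only basal and Salinomycin (10uM) inhibitor controls.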
Sm TGR inh – blocks Schistosoma mansoni thioredoxin glutathione reductase | purified TGR, DTNB reduction, TNB absorbance 405 nm | Potency, µM (titrated, usually from 114 µM), without a hit: at the top dose activity change, negative = inhibition, most hits filed as inhibitors | actives 3% (n = 360,000) | AID 485364; also: potency is read from the fitted curve at half-maximal effect; nearly all actives have a fitted effect of over 60% in size
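First, TGR (20 nM dispensed) and NADPH were mixed with compound. Second, a 15 min room-temperature incubation followed. Third, further NADPH and then DTNB were added to start the reaction. Finally, TNB absorbance was monitored kinetically.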
HCV inh – HCV inhibition. actives 3.4% (n = 340,000). AID 651820. Huh7.5.1 HCVcc-Cre infection, luciferase reporter, 44 h. Potency, µM (titrated, usually from 41.8 µM), inactives show top-dose activity change, negative = inhibition, actives largely listed as inhibitors; also: potency is read from the fitted curve at half-maximal effect
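Cells seeded at 1,000/well and cultured 4 h, then compounds added followed by HCVcc-Cre virus (~0.5 moi). After 44 h further culture, luciferase substrate was added, plates held 15 min at room temperature, and luminescence read for 15 sec.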
AmpC detergent – blocks E. coli AmpC beta-lactamase in detergent assay | P00811 | AmpC hydrolysis of nitrocefin, absorbance 480 nm, 0.01% Triton | Potency, µM (series often up to 114 µM), for the others: at the top dose activity change, negative = inhibition, actives largely listed as inhibitors | AID 485294 | actives 0.041% (n = 370,000);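 also: potency is read from the fitted curve at half-maximal effect; 0% = no-compound wells and -100% = no-enzyme wells; nearly all actives have a fitted effect of over 25% in size; some results filed as inactive show a strong effect at the top dose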
Target sequence (P00811 whole entry, looked up): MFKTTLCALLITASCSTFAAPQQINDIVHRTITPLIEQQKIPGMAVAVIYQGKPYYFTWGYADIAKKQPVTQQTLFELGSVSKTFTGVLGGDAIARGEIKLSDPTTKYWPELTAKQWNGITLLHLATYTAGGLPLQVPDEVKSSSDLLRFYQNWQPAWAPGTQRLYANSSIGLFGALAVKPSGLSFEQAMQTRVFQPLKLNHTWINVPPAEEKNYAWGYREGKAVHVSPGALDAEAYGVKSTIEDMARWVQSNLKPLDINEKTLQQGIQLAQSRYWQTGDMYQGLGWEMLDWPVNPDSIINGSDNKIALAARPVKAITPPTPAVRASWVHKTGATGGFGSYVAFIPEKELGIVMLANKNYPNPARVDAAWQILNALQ
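20 mM phosphate pH 7.0 + 0.01% (detergent screen) or 0.0001% Triton X-100; 5.3 nM AmpC reagent; cpd preinc 15 min RT; nitrocefin (800 uM stock) to start; A480 q20 s × 4 min; Activity was normalised to no-enzyme and no-compound control wells.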
An asterisk follows results filed as active; ? = inconclusive; nt = no result given; [ ] = another dose, or the depositor's remark. Unless noted, calls follow the shape of the dose curve; as a rule, active = well fitted curve in the direction sought with a large enough effect; inconclusive = small, poorly fitted or top-dose-only effect, or another doubt; inactive = no such curve, though single readings can be large; an effect the other way counts as inactive or inconclusive. Unless noted, % is scaled to controls: 0 for no effect and ±100 for the full control effect.

Preview:
SMILES	Giardia FBPA inh	AMA1-RON2 inh	HCMV inh	Sm TGR inh	HCV inh	AmpC detergent
CCCCN(C(=O)c1ccc(OC)c([N+](=O)[O-])c1)c1c(N)n(CCC)c(=O)[nH]c1=O	-7%	40%[activator]	14	8%	3%	2%
CN(Cc1ccco1)S(=O)(=O)c1cc(F)ccc1CN1C(=O)c2cccnc2C1=O	-2%	29%	-4	0%	15%	-10%
COc1ccc(N(C(=O)c2ccncc2)S(=O)(=O)c2ccc3c4c(cccc24)C(=O)N3C)cc1	-4%	-6%	6	-5%	5%	1%

The listing, repeating the preview:
SMILES	Giardia FBPA inh	AMA1-RON2 inh	HCMV inh	Sm TGR inh	HCV inh	AmpC detergent
CCCCN(C(=O)c1ccc(OC)c([N+](=O)[O-])c1)c1c(N)n(CCC)c(=O)[nH]c1=O	-7%	40%[activator]	14	8%	3%	2%
CN(Cc1ccco1)S(=O)(=O)c1cc(F)ccc1CN1C(=O)c2cccnc2C1=O	-2%	29%	-4	0%	15%	-10%
COc1ccc(N(C(=O)c2ccncc2)S(=O)(=O)c2ccc3c4c(cccc24)C(=O)N3C)cc1	-4%	-6%	6	-5%	5%	1%
COC(=O)c1cc(Cl)c(NC(=O)/C=C/c2ccc(OC)c(OC)c2)cc1OC	-6%	-3%	26	-19%	6%	1%
CCC(C)(C)NC(=O)C(C(C)C)N(CC1CCCO1)C(=O)CNS(=O)(=O)c1ccccc1 (stereo unspecified)	nt	15%	-2	5%	17%	3%
CCOC(=O)[C@H]1[C@H]2COc3ccc(Cl)cc3[C@@H]2N2C(=O)c3ccc(C)cc3NC(=O)[C@@]12C	nt	5%	-20	4%	?	-1%
O=C(CSc1nnc(NC(=O)Cc2ccccc2)s1)NCC1CCCO1 (stereo unspecified)	8%	1%	?	1%	9%	10%
CCOC(=O)C(NC(=O)CCl)(Nc1sc(C)c(CC)c1C#N)C(F)(F)F (stereo unspecified)	-3%	-1%	?	16µM*	?	-9%
CCc1ccc(NC(=O)Cn2cnc([N+](=O)[O-])c2)cc1	11%	1%	-38	6%	-3%	?
O=C1NC2(CCCCC2)CO1	2%	-6%	3	-14%	6%	-3%
O=C(O)CC1C(=O)NCCN1CCCc1ccccc1 (stereo unspecified)	3%	0%	37	?	0%	?
O=C(CN1C(=O)NC2(CCCC2)C1=O)N1CCN(S(=O)(=O)c2ccccc2[N+](=O)[O-])CC1	nt	0%	12	0%	44%[activator]	?
O=C(NC1=NCCS1)c1ccccc1OCc1ccccc1Cl	0%	79%[activator]	-12	1%	13µM*	-1%
O=c1c2c3nc4ccccc4nc3n(CCN3CCOCC3)c2ncn1CCN1CCOCC1	nt	0%	-27	nt	8%	nt
CCCCN(CCCC)S(=O)(=O)c1ccc(NC(=O)c2cccs2)cc1	-2%	3%	?	-2%	?	-1%
CCCn1c(SCC(=O)Nc2ccc(Cl)cn2)nnc1C1CC1	-4%	2%	-23	0%	6%	-7%
O=C(N/N=C(\Cc1ncc[nH]1)c1ccccc1)c1ccccc1	-4%	nt	-78*	-1%	nt	2%
CC(C)N(C(=O)Cn1cc(SCC(=O)Nc2ccccc2F)c2ccccc21)C(C)C	nt	nt	6	8%	nt	-1%
Cc1cccc(CN2C(=O)c3ccccc3S(=O)(=O)c3ccc(C(=O)N4CCN(c5cc(C)ccc5C)CC4)cc32)c1	nt	nt	?	4%	nt	4%
COCCn1nnnc1C(C(C)C)N1CCOCC1 (stereo unspecified)	8%	-1%	6	0%	5%	-10%

Limited to Sm TGR inh and HCMV inh (two entries from above):
SMILES	Sm TGR inh	HCMV inh
COc1ccc(N(C(=O)c2ccncc2)S(=O)(=O)c2ccc3c4c(cccc24)C(=O)N3C)cc1	-5%	6
COC(=O)c1cc(Cl)c(NC(=O)/C=C/c2ccc(OC)c(OC)c2)cc1OC	-19%	26

(further entries)
SMILES	Giardia FBPA inh	AMA1-RON2 inh	HCMV inh	Sm TGR inh	HCV inh	AmpC detergent
C=CCOc1ccc(C2/C(=C(\O)c3ccc4c(c3)OCCO4)C(=O)C(=O)N2CCCN2CCOCC2)cc1 (stereo unspecified)	-7%	6%	-1	-22%	19%	-3%
CC(C)Oc1cccc(C(=O)C2CCCN(C(=O)c3csnn3)C2)c1 (stereo unspecified)	-3%	-8%	-37	4%[57.1 µM]	6%	-3%
Cn1c(=O)c2c(ncn2CC(=O)N2CCN(S(=O)(=O)c3ccc(Cl)cc3)CC2)n(C)c1=O	6%	-6%	11	3%	-6%	?
C[C@]12CCC3C(CC[C@H]4C[C@H](O)CC[C@]34C)C1CCC2=O (stereo partly specified)	nt	-8%	11	nt	-9%	nt
CSc1ncc(-c2ccccc2)cn1	4%	-13%	-36	5%	-11%	1%
CCn1c(SCC(=O)c2cc(C)n(CC3CCCO3)c2C)nc2ccccc21 (stereo unspecified)	-13%	6%	0	?	-18%	?
Cc1ccc(CN2CCC(NC(=O)c3ccccc3)CC2)cc1	7%	-1%	-15	-10%	-25%	-6%
O=C1CSC(=S)N1c1cccnc1	-16%	15%	2	5%[11.4 µM]	7%	-9%
O=C1CCC(=O)N1c1ccc(S(=O)(=O)Nc2ccc(Br)cc2)cc1	3%	-5%	8	8%	23%	-2%
O=S(=O)(c1ccccc1)N(CC(O)Cn1c2ccccc2c2ccccc21)c1ccccc1 (stereo unspecified)	-3%	-5%	-15	8%	?	1%
C/C(=N\NC(=O)c1nnn(-c2nonc2N)c1C(C)C)c1cc(C)sc1C	6%	-12%	-29	-15%	-9%	-8%
CCN(C(=O)/C=C/c1cc(OC)c(OC)c(OC)c1)C1CCCCC1	-5%	-1%	-8	-13%	-26%	-10%
Cc1cc(C)c2c(c1)[C@@H]1C=CC[C@@H]1[C@H](c1ccc(S(=O)(=O)N3CCOCC3)cc1)N2	-2%	-9%	33	2.8µM*	?	-13%
COC(=O)CCC(=O)Nc1ccc(S(=O)(=O)N2CCc3ccccc32)cc1	-8%	-1%	-4	7%	-6%	?
COc1ccc(N(CC(=O)Nc2cccc(SC)c2)S(C)(=O)=O)cc1Cl	-5%	2%	-21	2%	-4%	1%
Oc1cc(NCc2ccc(Cl)cc2)cc2cccnc12	nt	nt	-39	-13%	nt	0%
O=C(CSc1nc(O)cc(=O)[nH]1)N1CCCc2ccccc21	7%	2%	24	-27%	20%	3%
CN(C)CCn1c2c(c(SCC(=O)Nc3nccs3)nc1=O)CCCC2	nt	-13%	-31	0%	-2%	?
O=C(Nc1nc(-c2ccc(Br)cc2)cs1)c1cccnc1	0%	9%	-64*	8%	-30%	-2%
O=C1N(CN2C(=O)C3(OCCO3)c3ccccc32)c2ccccc2C12OCCO2	-2%	-2%	0	17%	17%	-5%
CN(C)S(=O)(=O)N(CC(=O)NCc1ccccc1)c1ccccc1	2%	-2%	41	3%	13%	-2%
CCOc1ccc(C(=O)C(C)OC(=O)CN2C(=O)NC(C)(C)C2=O)cc1 (stereo unspecified)	nt	21%	-4	-2%	-16%	0%
CC(=O)c1cccc(-n2c(=O)c3c4c(sc3n(CC(=O)c3ccc(Cl)cc3)c2=O)CN(C(C)=O)CC4)c1	nt	nt	6	5%	nt	21%
Cc1nc2ccccc2c(=O)n1-c1ccc(-c2ccccc2)cc1	-2%	-6%	-37	?	?	0%
CC(C)CC(C(=O)Nc1cccc(O)c1)N1C(=O)c2ccccc2C1=O (stereo unspecified)	0%	-4%	1	-19%	19%	-12%
CC(C)OP(=O)(OC(C)C)C(Nc1ccccc1)c1cccc([N+](=O)[O-])c1 (stereo unspecified)	-1%	-22%	-31	0%	6%	3%
COC(=O)CCCC(=O)N1CCOCCN(C(=O)CCCC(=O)OC)CCOCC1	11%	2%	-101*	-12%	14%	-1%
O=S(=O)(c1ccccc1)N1CCC(N2CCCCCC2)CC1	-2%	-7%	-12	-13%	10%	-5%
COCCn1c(N)c(C(=O)NCc2cccs2)c2nc3ccccc3nc21	-16%	13%	?	-2%	?	-10%
CCCCNC(=S)N1CCN(C)CC1	?	-25%	-31	-4%	13%	3%
COc1ccc(NC(=O)c2cn(-c3ccccc3)nc2-c2ccncc2)cc1	1%	-8%	-23	9%	-16%	-1%
COc1ccccc1CNC(=O)COC(=O)c1cc(C)nc2ccccc12	nt	3%	-1	nt	6%	nt
COc1ccc(/C=N/n2cnc3c([nH]c4ccc(F)cc43)c2=O)cc1CN1CCCC1	-2%	-4%	0	-32%	?	6%
O=C1c2cccc3c([N+](=O)[O-])ccc(c23)C(=O)N1CC1CCCO1 (stereo unspecified)	-10%	-8%	-82*	?	?	?
CN1CC(=O)N(CC(=O)Nc2cccc(S(=O)(=O)N3CCOCC3)c2)C1=O	0%	15%	1	4%	3%	4%
COc1ccccc1S(=O)Cc1ccc(C(=O)NC2CCCC2)o1 (stereo unspecified)	-1%	21%	46	-7%	-1%	-17%

Single records, as listed above:
CCOc1ccc(C(=O)C(C)OC(=O)CN2C(=O)NC(C)(C)C2=O)cc1 (stereo unspecified) across the screens: Giardia FBPA inh: nt; AMA1-RON2 inh: 21%; HCMV inh: -4; Sm TGR inh: -2%; HCV inh: -16%; AmpC detergent: 0%
CN(C)S(=O)(=O)N(CC(=O)NCc1ccccc1)c1ccccc1 across the screens: Giardia FBPA inh: 2%; AMA1-RON2 inh: -2%; HCMV inh: 41; Sm TGR inh: 3%; HCV inh: 13%; AmpC detergent: -2%

3 records drawn at random from the list so far, as already listed:
SMILES	Giardia FBPA inh	AMA1-RON2 inh	HCMV inh	Sm TGR inh	HCV inh	AmpC detergent
Cc1nc2ccccc2c(=O)n1-c1ccc(-c2ccccc2)cc1	-2%	-6%	-37	?	?	0%
CC(C)OP(=O)(OC(C)C)C(Nc1ccccc1)c1cccc([N+](=O)[O-])c1 (stereo unspecified)	-1%	-22%	-31	0%	6%	3%
CC(C)CC(C(=O)Nc1cccc(O)c1)N1C(=O)c2ccccc2C1=O (stereo unspecified)	0%	-4%	1	-19%	19%	-12%
